High-throughput results as filed in PubChem BioAssay.
CXCR6 inh: CXCR6 receptor inhibitors, primary screen, cell-based, beta-arrestin, luminescence, CHO-K1 PathHunter, 1536-well; actives 0.36% (n = 360,000); inhibition, % at 20 µM; C-X-C chemokine receptor type 6 (Homo sapiens), O00574; AID 602244, 2012; in the data active = inhibition above about 34%, passing the limit was not always enough;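 note: antagonist mode with CXCL16 agonist at 10 nM final; 0% = 10 nM CXCL16 with DMSO and 100% = unstimulated wells without agonist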
Target sequence (O00574 whole entry, looked up): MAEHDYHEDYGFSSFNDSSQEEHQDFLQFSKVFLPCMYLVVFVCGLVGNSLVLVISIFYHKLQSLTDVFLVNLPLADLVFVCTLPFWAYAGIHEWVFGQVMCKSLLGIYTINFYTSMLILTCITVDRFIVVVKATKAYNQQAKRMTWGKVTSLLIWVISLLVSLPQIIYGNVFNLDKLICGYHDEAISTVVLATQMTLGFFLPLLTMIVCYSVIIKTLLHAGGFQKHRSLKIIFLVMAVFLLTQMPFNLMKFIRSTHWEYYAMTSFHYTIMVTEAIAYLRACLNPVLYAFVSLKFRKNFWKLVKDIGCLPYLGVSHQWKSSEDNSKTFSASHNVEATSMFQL
APJ agonist: agonists of human apelin receptor APJ, primary screen, CHO-K1 cells, PathHunter beta-arrestin, luminescence; 0% DMSO wells, 100% apelin; activation, % at 20 µM; P35414; actives 0.11% (n = 330,000);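 active = activation more than six SD over the plate average, tested at 20 µM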;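 note: 0% = DMSO alone and 100% = apelin-13 at 10 nM; some results filed as inactive read as strong as hits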
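Material: CHO-K1 APJ beta-arrestin complementation cell line; Input: cell density 1000 per well; Incubation: compound stimulation 90 min at 25 °C, detection 60 min; Signal: luminescence from split beta-galactosidase complementation, Galacton Star/Emerald II substrate; Controls: DMSO-only wells as negative, 10 nM Apelin-13 as positive control.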
CCR6 antagonist: CCR6 receptor antagonists, primary screen, cell-based, CHO-K1, luminescence, beta-arrestin, uHTS; C-C chemokine receptor type 6 (Homo sapiens), P51684; CHO-K1 CCR6 PathHunter beta-arrestin, CCL20-stimulated; inhibition, % at 20 µM; actives 0.49% (n = 340,000);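 active = compounds whose inhibition of the agonist-driven luminescence signal at 20 µM reaches about 50%, limit read from the data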;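 note: cells stimulated with CCL20 at 14 nM final; plate controls were DMSO with CCL20 for no effect and DMSO without agonist for full effect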
Target sequence (P51684 whole entry, looked up): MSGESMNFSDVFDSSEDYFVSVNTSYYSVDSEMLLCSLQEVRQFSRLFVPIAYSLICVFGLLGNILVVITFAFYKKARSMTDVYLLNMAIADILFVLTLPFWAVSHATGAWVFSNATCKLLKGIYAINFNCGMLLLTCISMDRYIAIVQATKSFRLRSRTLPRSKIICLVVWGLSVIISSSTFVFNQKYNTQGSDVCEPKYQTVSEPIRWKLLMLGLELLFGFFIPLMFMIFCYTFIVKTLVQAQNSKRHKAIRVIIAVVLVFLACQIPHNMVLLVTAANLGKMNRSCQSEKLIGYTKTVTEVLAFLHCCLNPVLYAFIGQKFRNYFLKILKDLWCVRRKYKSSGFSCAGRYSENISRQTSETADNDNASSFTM
UPR CHOP act: activators of apoptotic CHOP UPR arm, primary screen, cell-based, CHO-CHOP luciferase reporter, luminescence, uHTS; UPR activation; percent of tunicamycin response over DMSO baseline; activation, % at 10 µM; actives 0.34% (n = 330,000);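 active = at 10 µM dose, activation of 40% or more, normalized to positive control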;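 note: 100% = tunicamycin at 10 µg/mL and 0% = DMSO alone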
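Evaluation: % reporter activation, DMSO baseline versus tunicamycin full activation; System: CHO-CHOP luciferase reporter cell line; Input: 500 cells/well; Incubation: 6 h compound treatment, 37 °C; Measured by: Steady-Glo luciferase luminescence; Dosing: one dose, 10 µM in 0.5% DMSO; Buffer or medium: F12 medium, 10% FBS; Benchmarks: positive tunicamycin 10 µg/mL, negative DMSO alone.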
UPR XBP1 act: activators of adaptive XBP1 UPR arm, primary screen, cell-based, CHO-XBP1 luciferase reporter, luminescence, uHTS | IRE1-XBP1 UPR activation; percent of tunicamycin response, DMSO as zero | activation, % at 20 µM | actives 0.33% (n = 330,000);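 active = versus positive control, 20 µM dose yields 30% or more activation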;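 note: 100% = tunicamycin at 10 µg/mL and 0% = DMSO only wells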
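Material: CHO-XBP1 cells stably carrying IRE1-XBP1-driven luciferase reporter | Medium: F12 with 10% serum | Compound dosing: 20 µM single concentration, DMSO 1% | Incubation: Overnight seeding at 37 °C, 6 h compound treatment at 37 °C | Detection: Steady-Glo luminescence read | Read-out basis: % activation of reporter signal versus tunicamycin and DMSO controls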
Mdm2 MdmX PPI: inhibitors of human Mdm2-MdmX association, primary screen, cell-based, luminescence, split luciferase, SaOS-2, uHTS; Protein Mdm4 (Homo sapiens) + E3 ubiquitin-protein ligase Mdm2 (Homo sapiens), …; SaOS-2 split-luciferase Mdm2/MdmX complementation; inhibition, % at 8 µM; actives 3% (n = 330,000);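 active = inhibition of at least 50% at 8 µM in the primary screen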
APJ antagonist: antagonists of human apelin receptor APJ, primary screen, CHO-K1 cells, beta-arrestin complementation, luminescence. P35414. inhibition, % at 20 µM. actives 0.32% (n = 330,000). AID 2521, 2010;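 active = inhibition above about 40% at 20 µM, limit read from the data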;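 note: cells challenged with 10 nM apelin-13 agonist together with compound; plate controls were apelin-13 plus DMSO wells for no effect and DMSO wells lacking apelin-13 for full effect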
tim23-1 inh: growth inhibitors of tim23-1 mutant yeast, primary screen, luminescence, uHTS | S. cerevisiae tim23-1 growth, BacTiter-Glo luminescence, 24 h | inhibition, % at 20 µM | actives 1.3% (n = 330,000);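 active = growth inhibition of the mutant yeast at or above 50%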;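 note: temperature-sensitive mutant grown at 25 °C; plate controls were DMSO-treated mutant yeast for no effect and medium wells lacking yeast for full effect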
EBI2 antag: EBI2 receptor antagonists, beta-arrestin recruitment, primary screen, cell-based, luminescence, 7a,25-OHC stimulation, uHTS; G-protein coupled receptor 183 (Homo sapiens), P32249; 7a,25-OHC stimulated; inhibition, % at 5 µM; actives 0.81% (n = 360,000); AID 651636, 2012; in the data active = inhibition above about 38%;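 note: enzyme fragment complementation signal reports receptor beta-arrestin coupling in cells; 0% = agonist plus DMSO wells and 100% = wells without agonist; some results beyond the cut were filed as inactive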
Target sequence (P32249 whole entry, looked up, the tested form may be a part): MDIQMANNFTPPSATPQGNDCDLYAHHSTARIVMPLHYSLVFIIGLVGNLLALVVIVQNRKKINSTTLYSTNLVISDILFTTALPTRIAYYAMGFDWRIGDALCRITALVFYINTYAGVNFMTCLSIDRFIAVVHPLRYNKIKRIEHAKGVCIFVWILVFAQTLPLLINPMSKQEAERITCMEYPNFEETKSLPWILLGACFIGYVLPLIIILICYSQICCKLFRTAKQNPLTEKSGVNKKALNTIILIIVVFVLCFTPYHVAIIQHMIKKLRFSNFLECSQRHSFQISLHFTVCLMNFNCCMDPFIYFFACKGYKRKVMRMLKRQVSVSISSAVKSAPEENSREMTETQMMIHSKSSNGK
* = called active by the depositor; · = not tested or not shown. Not all compounds are listed, so the mix of outcomes need not match the whole.

Short forms – A = CXCR6 inh; B = APJ agonist; C = CCR6 antagonist; D = UPR CHOP act; E = UPR XBP1 act; F = Mdm2 MdmX PPI; G = APJ antagonist; H = tim23-1 inh; I = EBI2 antag
SMILES: Cc1ccc(OCC(=O)NC(C)c2ccccc2)c([N+](=O)[O-])n1 (stereo unspecified)
  A: -6; B: -2; C: -1; D: -0.2; E: 0; F: 18; G: -2; H: 6; I: 5
SMILES: O=C(NCc1ccncc1)C(F)(F)C(F)(F)C(=O)NCc1ccncc1
  A: -3; B: -2; C: 10; D: 0.5; E: -1; F: 8; G: 11; H: 6; I: 0
SMILES: Cc1c(/C=C/C(=O)c2ccc(O)cc2)cnn1C
  A: 4; B: -2; C: 6; D: 5.7; E: 4; F: -49; G: 13; H: 1; I: 0
SMILES: CC(C)CN(C(=O)c1ccc(S(=O)(=O)N2CCOCC2)cc1)C1CCS(=O)(=O)C1 (stereo unspecified)
  A: -4; B: -1; C: 14; D: 2.1; E: -1; F: 9; G: 19; H: 1; I: -5
SMILES: Clc1ccccc1CSC1=NCCN1
  A: -1; B: -1; C: 5; D: 1.2; E: 0; F: -21; G: 1; H: 0; I: -2
SMILES: CCc1cccc(CC)c1NC(=O)c1cccc(N)c1
  A: -5; B: -3; C: -7; D: -1.6; E: -1; F: 16; G: -10; H: -3; I: 4
SMILES: Cc1cccc2cc(CN(Cc3ccc(F)cc3)C(=O)N3CCOCC3)c(=O)[nH]c12
  A: 1; B: 2; C: 1; D: -1.4; E: -5; F: -12; G: 17; H: 17; I: -8
SMILES: Cn1cccc1C1C(C#N)=C(N)OC2=C1C(=O)CCC2 (stereo unspecified)
  A: 1; B: 1; C: -2; D: 0.7; E: -1; F: 3; G: 6; H: 14; I: -9
SMILES: COc1ccccc1NC(=O)CCC(=O)Nc1cc(OC)c(NC(=O)c2cccs2)cc1OC
  A: 4; B: -2; C: 1; D: 1.2; E: -5; F: 4; G: 16; H: 3; I: -2
SMILES: CC(C)OP(=O)(OC(C)C)C(NC(=O)c1ccc(Br)cc1)c1ccccc1 (stereo unspecified)
  A: -13; B: -3; C: -4; D: -0.9; E: -3; F: 20; G: 11; H: -9; I: 5
SMILES: CC1CCCCC1NC(=O)CSc1nnc(CN2CCOCC2)n1C (stereo unspecified)
  A: -4; B: -1; C: -18; D: -1.4; E: -2; F: 10; G: 13; H: 6; I: 3
SMILES: O=C(NN1C(=O)/C(=C/c2ccc(O)cc2)SC1=S)c1cccc(O)c1
  A: 31; B: -6; C: 47; D: -1.3; E: -1; F: 22; G: 21; H: 6; I: 4
SMILES: CC(C)c1ccc(C(=O)NNC(=O)C2C3CCC(C3)C2C(=O)O)cc1 (stereo unspecified)
  A: ·; B: 0; C: ·; D: -0.4; E: 0; F: -68; G: 13; H: 14; I: ·
SMILES: CCCCCn1c(CCNC(=O)CCC)nc2ccccc21
  A: -6; B: 1; C: -1; D: 0.1; E: 1; F: -34; G: 5; H: 16; I: -5
SMILES: O=C(NCc1ccccc1CN1CCCC1)c1cccc(N2CCCC2=O)c1
  A: 5; B: -3; C: 10; D: 0.5; E: -2; F: 6; G: 11; H: 1; I: 0
SMILES: Cc1cc(S(=O)(=O)N2CCCC2)ccc1OCC(=O)N1CCC(C(N)=O)CC1
  A: 2; B: -5; C: 7; D: -0.9; E: -2; F: -24; G: 2; H: 6; I: -4
SMILES: CCOc1ccc(/C=N/NC(=S)Nc2c(C)cccc2C)cc1
  A: 3; B: -1; C: 14; D: -0.2; E: -1; F: 52*; G: 9; H: 31; I: -1
SMILES: Cc1ccc(C(=O)N2C3C=CC(C3)C2(C(F)(F)F)C(F)(F)F)cc1 (stereo unspecified)
  A: -3; B: -2; C: -4; D: -1.6; E: -1; F: 0; G: 7; H: 16; I: -3
SMILES: CCN(CC)S(=O)(=O)c1cc(NC(=O)C(=O)c2c(-c3ccccc3)cc3ccccn23)ccc1C
  A: 0; B: -2; C: -2; D: 0.6; E: 1; F: 26; G: 1; H: 35; I: 9
SMILES: COCc1nnc(NC(=O)c2ccc(NC(C)=O)cc2)s1
  A: 5; B: 4; C: -4; D: -1.9; E: -1; F: 7; G: 7; H: 12; I: -2
SMILES: COCCc1ncc(CN2CCCC(C(=O)Nc3cccc(-c4cccc(C)c4)c3)C2)cn1 (stereo unspecified)
  A: 5; B: -2; C: 10; D: 0.1; E: -4; F: 27; G: 4; H: 17; I: 2
SMILES: COc1ccc(C(=O)c2nc3c(n2O)CCCC3)cc1OC
  A: 0; B: -3; C: 6; D: -0.5; E: 4; F: 8; G: 10; H: -5; I: 6
SMILES: CS(=O)(=O)N1CC(C(=O)NN)Oc2ccc(Cl)cc21 (stereo unspecified)
  A: -5; B: -2; C: -4; D: 0.7; E: -2; F: 16; G: -9; H: 16; I: -3
SMILES: NC(=NCCc1ccccc1)NS(=O)(=O)c1ccccc1F
  A: -1; B: -1; C: 11; D: 2.7; E: -1; F: 15; G: 12; H: 9; I: -5
SMILES: CCOCc1nnc(NC(=O)CCS(=O)(=O)Cc2ccccc2)s1
  A: -2; B: -1; C: 0; D: 0.8; E: 6; F: 17; G: 3; H: 9; I: 5
SMILES: O=C(c1ccco1)N1CCN(Cc2ccccc2F)CC1
  A: -4; B: 0; C: -12; D: -0.7; E: -5; F: -18; G: -11; H: 14; I: -2
SMILES: COc1cnn(-c2cccc(C(F)(F)F)c2)c(=O)c1Cl
  A: -6; B: 2; C: 11; D: 1.2; E: 2; F: -28; G: 5; H: 20; I: -4
SMILES: CC1CCN(S(=O)(=O)c2ccc3c(c2)CCN3C(=O)CCC(=O)O)CC1
  A: 5; B: -3; C: -8; D: -0.1; E: -1; F: 1; G: 1; H: -2; I: -11
SMILES: COC(=O)c1ccc(Cn2c(CN3CCOCC3)nc3ccccc3c2=O)o1
  A: -1; B: 9; C: 0; D: 0.0; E: -1; F: 4; G: 16; H: 25; I: 8
SMILES: CC(C(=O)N1CCN(Cc2ccc3c(c2)OCO3)CC1)c1ccc([N+](=O)[O-])cc1 (stereo unspecified)
  A: 8; B: -7; C: 6; D: -2.4; E: 0; F: -11; G: 14; H: 7; I: 5
SMILES: COc1cccc(N2CCN(CC(=O)NCc3ccccc3)CC2)c1
  A: -13; B: -3; C: 1; D: -1.8; E: -3; F: 11; G: -2; H: 2; I: -11
SMILES: CC(=O)c1ccc(COC(=O)Cc2ccc([N+](=O)[O-])cc2)cc1
  A: 2; B: -1; C: 4; D: -0.1; E: -4; F: -21; G: 8; H: 28; I: 11
SMILES: Cc1ccc(OCC(=O)NCc2n[nH]c(=O)c3ccccc23)cc1
  A: 2; B: -7; C: -8; D: 0.4; E: -2; F: 6; G: 19; H: 1; I: 3
SMILES: CCCc1c(O)nc(SCCN(CC)CC)[nH]c1=O
  A: 3; B: 1; C: 5; D: -1.5; E: -1; F: 3; G: 16; H: 13; I: -2
SMILES: Fc1ccccc1CSc1nc2ccccc2[nH]1
  A: -7; B: 4; C: 20; D: -3.2; E: 2; F: -127; G: -8; H: 29; I: 7
SMILES: CCn1c(COc2ccc(=O)n(-c3ccccc3)n2)n[nH]c1=S
  A: -8; B: -3; C: 7; D: -2.0; E: -6; F: 5; G: 3; H: -6; I: -22
SMILES: O=S(=O)(c1ccc2[nH]ccc2c1)N1CCCCCC1
  A: -4; B: -5; C: -2; D: 1.7; E: -4; F: 9; G: -33; H: 39; I: 7
SMILES: CC(C)N(Cc1nccn1C)C(=O)CC1C(=O)NCCN1Cc1ccccc1C(F)(F)F (stereo unspecified)
  A: -4; B: -2; C: -10; D: -0.1; E: -1; F: 8; G: 2; H: 3; I: 2
SMILES: Clc1cccc(OCc2nc(-c3ccncc3)no2)c1
  A: -2; B: -4; C: 5; D: 2.3; E: 7; F: -33; G: 5; H: -11; I: -3
SMILES: Cc1ccc(Cl)c2sc(N3CCN(C(=O)c4ccco4)CC3)nc12
  A: 4; B: -8; C: 7; D: -0.3; E: -2; F: 22; G: 0; H: 27; I: 5
SMILES: CCOC(=O)CN1C(=O)C(O)=C(C(C)=O)C1c1ccccc1 (stereo unspecified)
  A: 1; B: -3; C: 14; D: 0.7; E: 0; F: 16; G: 4; H: -14; I: -2
SMILES: Cc1onc(-c2c(Cl)cccc2Cl)c1C(=O)NCCN1CCOCC1
  A: 1; B: 2; C: 4; D: 0.8; E: -2; F: 13; G: -31; H: 14; I: -13
SMILES: O=C(COC(=O)CCc1nc2ccccc2n1-c1ccccc1)Nc1ccc(N2CCCCC2)cc1
  A: -12; B: 2; C: 18; D: 2.4; E: -3; F: 5; G: 5; H: -8; I: 7
SMILES: COc1ccccc1CC(=O)Nc1cc(S(=O)(=O)N2CCOCC2)ccc1N1CCOCC1
  A: -3; B: -1; C: -3; D: 2.5; E: 1; F: 2; G: -2; H: 0; I: 0
SMILES: CCc1nnc(NC(=O)CSc2nnc(-c3c[nH]c4ccccc34)n2C)s1
  A: 6; B: -2; C: 5; D: 0.4; E: -1; F: -5; G: -20; H: 27; I: -8
SMILES: CCC(OC(=O)CN1C(=O)c2ccccc2C1=O)C(=O)NC1CCCC1 (stereo unspecified)
  A: -2; B: -2; C: 10; D: -0.7; E: 1; F: -11; G: -7; H: 12; I: -8
SMILES: O=C(NCc1ccccc1Cl)c1ccc2c(=O)n(CCCN3CCCC3=O)c(=S)[nH]c2c1
  A: 1; B: -3; C: 7; D: 1.5; E: 0; F: 8; G: 6; H: 2; I: -1
SMILES: CC(=O)N1CCSc2ccc(S(=O)(=O)Nc3ccccc3C)cc21
  A: 6; B: 8; C: -4; D: -1.7; E: -4; F: 0; G: 12; H: -7; I: -1

Rewritten with two lines to a compound: four of the compounds above.
Each structure is followed by: CXCR6 inh	APJ agonist	CCR6 antagonist	UPR CHOP act	UPR XBP1 act	Mdm2 MdmX PPI	APJ antagonist	tim23-1 inh	EBI2 antag
Cc1ccc(Cl)c2sc(N3CCN(C(=O)c4ccco4)CC3)nc12
    4	-8	7	-0.3	-2	22	0	27	5
CCOC(=O)CN1C(=O)C(O)=C(C(C)=O)C1c1ccccc1 (stereo unspecified)
    1	-3	14	0.7	0	16	4	-14	-2
Cc1onc(-c2c(Cl)cccc2Cl)c1C(=O)NCCN1CCOCC1
    1	2	4	0.8	-2	13	-31	14	-13
O=C(COC(=O)CCc1nc2ccccc2n1-c1ccccc1)Nc1ccc(N2CCCCC2)cc1
    -12	2	18	2.4	-3	5	5	-8	7
